# Assay outcomes as filed in PubChem.
# MCF10A rerep – DNA re-replication induction in MCF 10a cells; MCF 10A DNA re-replication, Hoechst nuclear intensity, 48 h; Potency, µM (doses to about 46.1 µM), for the others: at the highest dose activity, positive = re-replication, actives largely listed as activators; 2.9% of 350,000 active; also: potency is read from the fitted curve at half-maximal effect; % of control where 0% means no effect; nearly all actives have a fitted effect of over 50% in size
# HepG2 tox – HepG2 cytotoxicity, counter-screen for TGF-b inhibitors; HepG2 CAGA-GFP viability, ATP luminescence, 18 h; AID 588856; 0.76% of 410,000 active; Potency, µM (doses to about 46.1 µM), inactives show top-dose activity change, negative = cytotoxicity, hits mostly cytotoxic; also: potency is read from the fitted curve at half-maximal effect; some results filed as inactive show a strong effect at the top dose
#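 CellTiter-Glo luminescence gave cytotoxicity after 18 hours at 37 degrees C. The cells were HepG2 CAGA-GFP in 1% FBS DMEM, stimulated with 500 pg/mL TGF-beta after compound addition. %Activity was normalised to no-cell wells (complete cell-killing) and DMSO (no toxicity), and curves were fitted and classified.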
# TGFb inhibitor – blocks TGF-b signaling; Potency, µM (highest dose often 46.1 µM), for inactives: at the top dose activity, negative = inhibition, most hits filed as inhibitors; HepG2 CAGA-GFP TGF-b/SMAD3 reporter, GFP fluorescence, 18 h; TGF-beta stimulated, 500 pg/mL final; 1.2% of 410,000 active; AID 588855; also: potency is read from the fitted curve at half-maximal effect; % is scaled to controls: 0 for no effect and ±100 for the full control effect; nearly all actives have a fitted effect of over 65% in size
#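 Inhibition of TGF-beta-driven CAGA-GFP reporter expression in HEPG2 cells is measured by cellular GFP fluorescence after 18 h stimulation with 500 pg/mL recombinant TGF-beta in 1% FBS medium at 37 degrees C.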
# ATXN2 expr inh – inhibitors of ATXN2 expression; HEK-293 ATXN2-luciferase reporter, luminescence, 24 h; Potency, µM (titrated, usually from 57 µM), without a hit: at the highest dose activity change, negative = inhibition, usual class: inhibitors; 0.72% of 360,000 active; also: potency is read from the fitted curve at half-maximal effect; % is scaled to controls: 0 for no effect and ±100 for the full control effect; nearly all actives have a fitted effect of over 55% in size
#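 qHTS (up to 57 uM final) was run with 24 h compound exposure of reporter cells at 37 °C. Each well was multiplexed: SteadyGlo luminescence measured ATXN2-luciferase expression after a fluorogenic Gly-Phe-AFC viability readout (25 uM final).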
# ATXN viability – reduces viability in counter-screen for ATXN expression inhibitors; S2 cells (HEK-293 line with an ATXN2-luciferase reporter) viability, CellTiter-Fluor protease fluorescence, 24 h; Potency, µM (series often up to 56.7 µM), most hits filed as cytotoxic; 0.49% of 400,000 active; also: potency is read from the fitted curve at half-maximal effect; nearly all actives have a fitted effect of over 40% in size
# Nrf2 activator – activators of Nrf2 (ARE) signaling; AID 624171; 0.31% of 410,000 active; Potency, µM (series often up to 46.1 µM), without a hit: at the top dose activation, most hits filed as activators; AREc32 ARE-luciferase reporter (MCF7-derived line), luminescence, 24 h; also: potency is read from the fitted curve at half-maximal effect; % of control where 0% means no effect; nearly all actives have a fitted effect of over 65% in size
#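 AREc32 cells carrying an ARE-driven firefly luciferase reporter were seeded at 1000 cells/well in OPTI-MEM with 5% FBS, then exposed to compound for 24 hr at 37 deg C. Luminescence was read with Steady-Glo after 30 min at RT.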
# Nrf2 inh – blocks Nrf2 signaling; A549 ARE-Fluc reporter, luciferase luminescence, 18-24 h; Potency, µM (top dose mostly 46 µM), without a hit: top-dose activity change, negative = inhibition, most hits filed as inhibitors; 2.1% of 360,000 active; also: potency is read from the fitted curve at half-maximal effect; % is scaled to controls: 0 for no effect and ±100 for the full control effect; nearly all actives have a fitted effect of over 60% in size
#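 In this cell-based qHTS, ARE-driven firefly luciferase in A549 cells reports Nrf2 activity; the luminescent signal after BugLite lysis is the measured value, with a prior CellTiter-Fluor read for cell health.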
# IL1B secr inh – inflammasome signaling inhibition, IL-1 beta readout. THP-1 LPS/ATP IL-1B secretion, AlphaLISA, 16 h; stronger effect = lower value. activity change, % at 57.5 µM. 4.7% of 360,000 active; in the data active = activity change below about -50%; inconclusive = mostly about -30% to -49%; also: % is scaled to controls: 0 for no effect and ±100 for the full control effect
#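 Secreted IL-1B measured by AlphaLISA bead assay after 16 h compound exposure of THP-1 cells; compounds (final up to 57.5 uM) added 1 h before LPS (250 ng/mL) and ATP (1.25 mM) stimulation; lower signal means less secretion.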
# A549 tox – counter-screen for Nrf2 inhibitors: cytotoxicity in A549 cells; 0.16% of 390,000 active; Potency, µM (titrated, usually from 46 µM), for inactives: at the top dose activity change, negative = cytotoxicity, actives largely listed as inhibitors; A549 ARE-Fluc cells, CellTiter-Fluor viability, 18-24 h; AID 504648; also: potency is read from the fitted curve at half-maximal effect; % is scaled to controls: 0 for no effect and ±100 for the full control effect
#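 A549 ARE_Fluc cells in 5% FBS OPTI-MEM were exposed to compounds in concentration-response for 18-24 h at 37 deg C. Viability was read by CellTiter-Fluor fluorescence (Ex 405/Em 525) after 30 min, before the luciferase read.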
# * hit, by the source's call; i = inactive; ? = inconclusive; . = no result given; & = joins results of further samples; [ ] = remark or other dose. Unless noted, calls follow the shape of the dose curve; as a rule, active = well fitted curve in the direction sought with a large enough effect; inconclusive = small, poorly fitted or top-dose-only effect, or another doubt; inactive = no such curve, though single readings can be large; an effect the other way counts as inactive or inconclusive.
cpd	Structure	MCF10A rerep	HepG2 tox	TGFb inhibitor	ATXN2 expr inh	ATXN viability	Nrf2 activator	Nrf2 inh	IL1B secr inh	A549 tox
1	S=c1oc(-c2ccncc2)nn1CCc1ccncc1	-1%	-2%	-5%	42%[activator]	?	-0.1%	-8%	1	-1%
2	CCCc1cc(C(=O)Nc2cc(OC)ccc2OC)cs1	-11%	-26%	-15%	4%	i	?	10%	19	13%
3	Cc1ccc(N(CC(=O)NCc2ccc(F)cc2)S(=O)(=O)c2c(C)nn(C)c2C)cc1	0%	8%&-4%	?	6%&-1%	i	1.0%&-1.1%	5%&-1%	28	2%&12%
4	COC(=O)C1(C(=O)OC)CCCCN(S(=O)(=O)c2ccc(C)cc2)CCC1	.	.	.	-19%	i	3.8%	.	3	.
5	CN(Cc1nc(-c2ccccc2)no1)C(=O)c1ccco1	-2%	-5%	8%	53%[activator]	i	2.8%	?	27	0%
6	CC(C)C[C@@H](NC(=O)C1CCC(CNC(=O)[C@@H]2CCCN2C(=O)OC(C)(C)C)CC1)C(=O)O (stereo partly specified)	0%	0%	-8%	-32%	i	0.0%	?	0	-2%
7	O=C(c1ccccc1)c1c(O)nc(-c2ccccc2)n(-c2ccccc2)c1=O	4%	12%	4%	-4%	i	6.4%	26%	13	2%
8	Cc1ccccc1CN1C(=O)C(O)(CC(=O)c2ccncc2)c2ccccc21 (stereo unspecified)	?	3%	?	-6%	i	-0.3%	1%	41	-7%
9	CC(C)(C)c1nnc(NC(=O)CCn2cnc3ccccc3c2=O)s1	22%	-14%	0%	-1%	i	4.1%	-9%	11	0%
10	COc1ccc(CCNc2oc(COc3ccc(F)cc3)nc2C#N)cc1	22%	-43%	16µM*	-4%	i	-0.4%	-24%	-25	1%
11	CC1=CC(c2ccccc2)n2nc(NC(=O)CCC(=O)O)nc2N1 (stereo unspecified)	-16%	21%	12%	6%	i	-0.5%	8%	13	2%
12	COc1ccc(Cc2nnc(NC(=O)CS(=O)(=O)Cc3ccccc3)s2)cc1	0%	1%	-8%	6%	i	-0.7%	-20%	16	1%
13	CN(CC(=O)Nc1cccc(F)c1)C(=O)c1cccc(S(=O)(=O)N2CCN(c3ccccc3)CC2)c1	?	-19%	?	-22%	i	0.1%	?	?	-17%
14	Cc1ccc(-c2n[nH]c(=S)n2/N=C/c2cc3c(cc2[N+](=O)[O-])OCO3)cc1	12%	-3%	6%	2%	i	0.1%	-9%	14	9%
15	CC(=O)Oc1ccccc1N1C(=O)c2ccc(C(=O)O)cc2C1=O	0%	8%	1%	8%	i	1.9%	23%	23	-4%
16	COC(=O)C1=CN(C(C)C)C=C(C(=O)OC)C1c1cc2c(cc1Br)OCO2	15µM*	-32%	-12%	-9%	i	0.8%	-7%	-20	-8%
17	N#C/C(=C\c1cccs1)C(=O)c1ccccc1Cl	5.8µM*	-82%	?	?	?	3.0%	3%	-98*	-3%
18	CCN(c1ccccc1)S(=O)(=O)c1ccc(C(=O)N(CCCN(C)C)c2nc3cc4c(cc3s2)OCO4)cc1	-23%	-108%	22µM*	?	i	3.6%	0%	-57*	-5%
19	Cc1ccc(/C=C/c2nc3ccccc3c(=O)n2CCc2ccccc2)cc1	?	4%	-7%	-5%	i	2.5%	-8%	-20	13%
20	Cc1ccc(S(=O)(=O)Oc2ccc(/C=N/NC(=O)c3ccncc3)cc2)cc1	11%	-1%	7%	-11%	i	2.4%	3%	26	1%
21	CCN(CC)CCCNC(=O)CN1N=C(c2ccc(OC)cc2)CCC1=O	1%	2%&-4%	0%&-2%	-2%	i	0.4%&-1.3%	4%	27	2%&4%
22	O=C(CN1CCSc2ccccc21)N1CCN(c2ccc(F)cc2)CC1	.	-14%	-2%	1%	i	-0.5%	.	.	15%
23	COc1ccc(Br)cc1CN1C(=O)c2ccccc2C1C(=O)NC1CCCCCC1 (stereo unspecified)	.	13%	-15%	-6%	i	0.3%	-2%	.	-4%
24	c1ccc(N(c2ccccc2)c2nc(N3CCCC3)nc(-n3ccnc3)n2)cc1	3.7µM*	8%	-6%	-25%	?	-0.9%	23µM*	-9	?
25	CCN(CC)S(=O)(=O)c1ccc(NC(=O)CN(c2cccc(F)c2)S(C)(=O)=O)cc1	14%	-22%	-11%	0%	i	0.2%	?	-1	-7%
26	CCOC(=O)c1cc(-c2sc(NC(=O)c3ccccc3)nc2C)n(CCO)n1	.	-22%	-19%	-15%	i	14%	.	-3	.
27	COc1cccc(NC(=O)NCCCN2CCN(c3ccc(F)cc3)CC2)c1	0%	-27%	46%[activator]	-24%	i	0.4%	.	-11	-2%
28	O=C(CC1N=C2c3ccccc3N=C(SCC(=O)Nc3cccc(C(F)(F)F)c3)N2C1=O)NCc1cccs1 (stereo unspecified)	.	-23%	?	-18%	.	-0.6%	?	.	-21%
29	Cc1ccc(-c2[nH]c(=O)n3ccncc23)s1	4%	10%	31%	3%	?	3.0%	12%	3	6%
30	COc1ccc(/C(C)=N/OCC(=O)N2CC3(C)CC2CC(C)(C)C3)cc1 (stereo unspecified)	-3%	-37%	-23%	-24%	i	0.2%	0%	-78*	2%

# Part of the list above in order of SMILES length, falling.
cpd	Structure	MCF10A rerep	HepG2 tox	TGFb inhibitor	ATXN2 expr inh	ATXN viability	Nrf2 activator	Nrf2 inh	IL1B secr inh	A549 tox
13	CN(CC(=O)Nc1cccc(F)c1)C(=O)c1cccc(S(=O)(=O)N2CCN(c3ccccc3)CC2)c1	?	-19%	?	-22%	i	0.1%	?	?	-17%
14	Cc1ccc(-c2n[nH]c(=S)n2/N=C/c2cc3c(cc2[N+](=O)[O-])OCO3)cc1	12%	-3%	6%	2%	i	0.1%	-9%	14	9%
30	COc1ccc(/C(C)=N/OCC(=O)N2CC3(C)CC2CC(C)(C)C3)cc1 (stereo unspecified)	-3%	-37%	-23%	-24%	i	0.2%	0%	-78*	2%
23	COc1ccc(Br)cc1CN1C(=O)c2ccccc2C1C(=O)NC1CCCCCC1 (stereo unspecified)	.	13%	-15%	-6%	i	0.3%	-2%	.	-4%
19	Cc1ccc(/C=C/c2nc3ccccc3c(=O)n2CCc2ccccc2)cc1	?	4%	-7%	-5%	i	2.5%	-8%	-20	13%
27	COc1cccc(NC(=O)NCCCN2CCN(c3ccc(F)cc3)CC2)c1	0%	-27%	46%[activator]	-24%	i	0.4%	.	-11	-2%
21	CCN(CC)CCCNC(=O)CN1N=C(c2ccc(OC)cc2)CCC1=O	1%	2%&-4%	0%&-2%	-2%	i	0.4%&-1.3%	4%	27	2%&4%
9	CC(C)(C)c1nnc(NC(=O)CCn2cnc3ccccc3c2=O)s1	22%	-14%	0%	-1%	i	4.1%	-9%	11	0%
5	CN(Cc1nc(-c2ccccc2)no1)C(=O)c1ccco1	-2%	-5%	8%	53%[activator]	i	2.8%	?	27	0%

# (continued)
cpd	Structure	MCF10A rerep	HepG2 tox	TGFb inhibitor	ATXN2 expr inh	ATXN viability	Nrf2 activator	Nrf2 inh	IL1B secr inh	A549 tox
31	O=C(CSc1nnnn1-c1ccccc1)N1CCN(C(=O)c2ccco2)CC1	10%	7%	17%	-5%	i	-0.1%	10%	-14	2%
32	O=C(c1cc2cc3ccc(Cl)cc3nc2o1)N1CCCCCC1	-1%	1%	1%	58%[activator]	i	-0.4%	?	-6	1%
33	CCOC(=O)C1CCCN(C(=O)Cn2ncc3c4ccccc4n(Cc4ccccc4)c3c2=O)C1 (stereo unspecified)	.	-10%	-23%	-15%	i	1.7%	14%	.	2%
34	Cc1ccc(NC(=O)c2nc(S(=O)(=O)Cc3ccccc3C)ncc2Cl)cc1C	?	16µM*	7.1µM*	?	?	-2.0%	-26%	-100*	-23%
35	O=C(COc1cccnc1[N+](=O)[O-])NCc1ccc2c(c1)OCO2	9%	-14%	-8%	1%	i	-0.2%	3%	-18	6%
36	CCOc1ccccc1NC(=O)c1ccc(NC(=O)C2CCCO2)cc1 (stereo unspecified)	1%	0%	9%	-12%	i	0.2%	-9%	-24	3%
37	CCCCOC(=O)c1ccc(Nc2ncnc3[nH]ncc23)cc1	.	-18%	-2%	9%	i	0.5%	.	.	5%
38	CCC(c1nnnn1-c1ccc2c(c1)OCCO2)N1CCN(C(=O)c2ccco2)CC1 (stereo unspecified)	.	.	.	-2%	i	-0.4%	.	0	.
39	COC(=O)C(Cc1c[nH]c2ccccc12)NC(=O)c1cccs1 (stereo unspecified)	-2%	-3%	5%	.	i	-0.7%	12%	75	-2%
40	O=S(=O)(CS(=O)(=O)Oc1ccccc1)Oc1ccccc1	-5%	3%	-12%	-25%	i	0.4%	10%	4	10%
41	COc1ccccc1NC(=O)CSc1nnc(-c2ccoc2C)o1	-6%	-77%	6%	.	.	12%	?	23	5%
42	COc1ccc(CN2CCNC(=O)C2CC(=O)NCCCC2CCCC2)c(F)c1 (stereo unspecified)	18%	8%	0%	-1%	i	2.3%	17%	-11	0%
43	COC(=O)[C@H](C)NC(=O)NCc1ccccc1F	3%	4%	3%	-5%	i	-0.2%	-7%	8	-2%
44	CCC(C)C(NC(=O)c1ccccc1NC(=O)c1ccc(OC)cc1)C(=O)NCCCn1ccnc1 (stereo unspecified)	16%	10%	?	-3%	i	-0.3%	17%	0	-11%
45	Clc1cccc(-c2nc3c4ccccc4ccn3c2Cc2ccccc2)c1	.	-6%	-19%	15%	i	20%	.	2	.
46	O=C(CCCOc1ccc(Cl)cc1Cl)Nc1ncccn1	3%	-3%	22%	3%	i	0.3%	-6%	-7	-7%
47	Cc1ccc(NC(=O)CS(=O)CC(=O)Nc2cnc3ccccc3c2)cc1Cl (stereo unspecified)	24%	-19%	-2%	-8%	i	0.3%	-6%	-4	-5%
